Compound activity (PubChem BioAssay)
APJ agonist: activates the human apelin receptor APJ; P35414; CHO-K1 APJ PathHunter beta-arrestin, luminescence; 0% DMSO wells, 100% apelin; activation, % at 20 µM; 330,000 tested, 0.11% active;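 active means activation more than six SD over the plate average, tested at 20 µM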;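 further: 0% = DMSO alone and 100% = apelin-13 at 10 nM; some results filed as inactive read as strong as hits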
Target sequence (P35414 whole entry, looked up): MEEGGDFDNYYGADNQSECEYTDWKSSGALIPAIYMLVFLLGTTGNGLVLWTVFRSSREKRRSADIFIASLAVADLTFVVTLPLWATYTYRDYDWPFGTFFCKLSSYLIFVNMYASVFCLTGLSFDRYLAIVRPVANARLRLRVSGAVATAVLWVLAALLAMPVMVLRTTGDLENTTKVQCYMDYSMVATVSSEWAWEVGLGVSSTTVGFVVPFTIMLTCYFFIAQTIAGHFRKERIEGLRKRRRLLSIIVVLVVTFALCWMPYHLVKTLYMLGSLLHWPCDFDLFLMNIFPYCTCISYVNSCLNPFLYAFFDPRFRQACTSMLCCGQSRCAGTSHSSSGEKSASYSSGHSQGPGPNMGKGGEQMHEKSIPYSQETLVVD
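Assay system: engineered CHO-K1 APJ arrestin reporter cells; Amount: 1000 CHO-K1 reporter cells seeded per well; Dosing: one dose, 20 µM compound, 1% DMSO; Times: compound stimulation 90 min at 25 °C, detection 60 min; Measured by: luminescent beta-gal fragment complementation, chemiluminescent substrate; Read-out: APJ–arrestin association signal; Controls: DMSO vs Apelin-13 10 nM.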
CCR6 antag: antagonists of human CCR6 receptor; P51684; CHO-K1 CCR6 PathHunter beta-arrestin, luminescence, CCL20-stimulated; inhibition, % at 20 µM; 340,000 tested, 0.49% active;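 active means compounds whose inhibition of the agonist-driven luminescence signal at 20 µM reaches about 50%, limit read from the data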;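 further: cells stimulated with CCL20 at 14 nM final; plate controls were DMSO with CCL20 for no effect and DMSO without agonist for full effect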
CHOP UPR activ: activators of apoptotic arm of unfolded protein response (CHOP) | CHO-CHOP luciferase reporter, UPR activation, luminescence; percent of tunicamycin response over DMSO baseline | activation, % at 10 µM | 330,000 tested, 0.34% active | AID 449763;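 active means at 10 µM dose, activation of 40% or more, normalized to positive control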;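 further: 100% = tunicamycin at 10 µg/mL and 0% = DMSO alone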
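assay system = CHO CHOP reporter cells | amount = 500 CHO-CHOP cells per well | buffer or medium = F12 with 10% FBS | incubation = 16-18 h cell attachment, then 6 h compound exposure, 37 °C | detection = luminescence read with Steady-Glo | read-out = percent activation relative to tunicamycin control | controls = tunicamycin high control, DMSO low control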
tim23-1 inh: growth inhibitors of tim23-1 mutant yeast | 330,000 tested, 1.3% active | S. cerevisiae tim23-1 growth, BacTiter-Glo luminescence, 24 h | inhibition, % at 20 µM;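 active means growth inhibition of the mutant yeast at or above 50%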;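 further: temperature-sensitive mutant grown at 25 °C; plate controls were DMSO-treated mutant yeast for no effect and medium wells lacking yeast for full effect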
EBI2 antag: blocks human EBI2 receptor beta-arrestin signaling | P32249 | EBI2 beta-arrestin recruitment, luminescence, 7a,25-OHC stimulated | inhibition, % at 5 µM | 360,000 tested, 0.81% active; in the data active means inhibition above about 38%;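 further: enzyme fragment complementation signal reports receptor beta-arrestin coupling in cells; 0% = agonist plus DMSO wells and 100% = wells without agonist; some results beyond the cut were filed as inactive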
Target sequence (P32249 whole entry, looked up, the tested form may be a part): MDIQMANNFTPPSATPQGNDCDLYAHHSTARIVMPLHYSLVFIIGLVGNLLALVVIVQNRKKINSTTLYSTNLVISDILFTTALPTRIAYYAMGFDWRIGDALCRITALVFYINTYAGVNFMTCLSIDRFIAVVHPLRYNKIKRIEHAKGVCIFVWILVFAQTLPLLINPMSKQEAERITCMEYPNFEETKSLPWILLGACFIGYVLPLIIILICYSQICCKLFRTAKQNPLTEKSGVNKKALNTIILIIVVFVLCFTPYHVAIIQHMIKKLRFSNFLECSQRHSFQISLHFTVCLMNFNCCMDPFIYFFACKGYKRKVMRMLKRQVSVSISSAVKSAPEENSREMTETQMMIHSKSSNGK
Mdm2 MdmX PPI: disrupts the human Mdm2-MdmX interaction | inhibition, % at 8 µM | 330,000 tested, 3% active | SaOS-2 split-luciferase Mdm2/MdmX complementation, luminescence | O15151+Q00987;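 active means inhibition of at least 50% at 8 µM in the primary screen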
APJ antagonist: APJ receptor antagonism; AID 2521; inhibition, % at 20 µM; CHO-K1 APJ beta-arrestin complementation, luminescence; 330,000 tested, 0.32% active;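 active means inhibition above about 40% at 20 µM, limit read from the data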;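 further: cells challenged with 10 nM apelin-13 agonist together with compound; plate controls were apelin-13 plus DMSO wells for no effect and DMSO wells lacking apelin-13 for full effect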
XBP1 UPR activ: adaptive UPR (XBP1) activation; CHO-XBP1 luciferase reporter, IRE1-XBP1 UPR activation, luminescence; percent of tunicamycin response, DMSO as zero; activation, % at 20 µM; 330,000 tested, 0.33% active; AID 463104;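 active means versus positive control, 20 µM dose yields 30% or more activation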;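 further: 100% = tunicamycin at 10 µg/mL and 0% = DMSO only wells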
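Material: CHO-XBP1 cells stably carrying IRE1-XBP1-driven luciferase reporter | Medium: F12 with 10% serum | Compound dosing: 20 µM single concentration, DMSO 1% | Incubation: Overnight seeding at 37 °C, 6 h compound treatment at 37 °C | Detection: Steady-Glo luminescence read | Read-out basis: % activation of reporter signal versus tunicamycin and DMSO controls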
CXCR6 block: inhibitors of human CXCR6 receptor. CHO-K1 PathHunter CXCR6 beta-arrestin, luminescence. 360,000 tested, 0.36% active. AID 602244. inhibition, % at 20 µM. O00574; in the data active means inhibition above about 34%, passing the limit was not always enough;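 further: antagonist mode with CXCL16 agonist at 10 nM final; 0% = 10 nM CXCL16 with DMSO and 100% = unstimulated wells without agonist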
The depositor's hits bear a star; / = not tested or not shown. Only part of the results is shown; the hit share may differ from the screen's.

Below each SMILES: APJ agonist, CCR6 antag, CHOP UPR activ, tim23-1 inh, EBI2 antag, Mdm2 MdmX PPI, APJ antagonist, XBP1 UPR activ, CXCR6 block
[1] CCN(CC)S(=O)(=O)c1ccc(N2CCOCC2)c(NC(=O)c2ccco2)c1
 : -1, 4, 0.6, 15, 3, 34, 0, -3, -10
[2] O=C(NC1CCCC1)C(=O)N(c1ccccc1F)C(C(=O)NCC1CCCO1)c1cccs1 (configuration not stated)
 : -3, 10, -1.1, 14, 8, 5, -14, 0, 2
[3] COc1ccc(/C=C/C(=O)c2cc(Cl)ccc2O)c(OC)c1
 : -2, 24, 4.8, 32, 0, -23, 12, 4, 6
[4] O=C(NCCc1ccccc1Cl)C1CCC(=O)N(Cc2cccc(C(F)(F)F)c2)C1 (configuration not stated)
 : -6, 12, 1.0, 2, 9, -1, 4, -4, 3
[5] O=C(COC(=O)CNC(=O)c1ccccc1F)Nc1ccc2c(c1)OCO2
 : 2, 3, -0.8, 17, -9, 14, -1, 0, -1
[6] O=C(Cc1cccs1)NCc1cccc(C(F)(F)F)c1
 : -2, 8, 6.0, 7, -9, -21, -3, 4, 1
[7] O=C(C1CCCN(Cc2nc(-c3cccs3)no2)C1)N1CCOCC1 (configuration not stated)
 : -2, 2, -0.5, 11, -3, 20, -24, -2, -10
[8] Cc1nc2ccccc2cc1C(=O)N/N=C/c1ccco1
 : -2, 4, 2.4, 2, 5, 12, 3, -1, 4
[9] Cc1nc2nc[nH]n2c(=O)c1C/C=C/c1ccccc1
 : -1, 4, -0.7, 15, -4, 4, 6, 0, -8
[10] CC(=O)c1cccc(OCC(=O)N(C)CC(=O)NCc2ccco2)c1
 : -1, 8, 0.4, -2, -3, 10, -5, 2, 4
[11] COc1ccccc1CNC(=O)CCCNS(=O)(=O)c1cccc2nsnc12
 : -2, -1, 0.5, 3, -17, -13, 0, -4, -9
[12] CCOC(=O)C1=C(C)N=c2s/c(=C/c3ccco3)c(=O)n2C1c1cccc(OC)c1 (configuration not stated)
 : -3, 37, -2.7, 12, /, 3, -19, -1, /
[13] CC(=O)Nc1ccc(Nc2cc(N(C)C)c3nonc3c2[N+](=O)[O-])cc1
 : -4, 21, -1.4, -2, -15, -19, 26, -4, -8
[14] CCOc1ccc(N2C(=O)CC(N(CCc3ccc(OC)c(OC)c3)C(=O)/C=C/C(=O)O)C2=O)cc1 (configuration not stated)
 : -1, -2, -0.4, -3, -1, -2, -16, 0, 4
[15] COc1cc2c(cc1OC)C(NC(=O)c1ccc(C)cc1)CC2=O (configuration not stated)
 : -1, 7, 3.0, 5, 1, 13, -12, -1, -3
[16] CCS(=O)(=O)N1Cc2ccccc2CC1C(=O)Nc1ccc(OC)cc1OC (configuration not stated)
 : -5, 10, -1.4, 23, -15, 1, -8, -3, 4
[17] CCN(CC)c1ccc(/C=N/N2CCN(Cc3cccc4ccccc34)CC2)c(O)c1
 : -1, 2, -0.3, 3, 25, 15, -4, 2, -2
[18] O=C(Nc1ccc2c(c1)CCC2)c1cnc(Cl)c(Cl)c1
 : -1, -1, 6.1, -2, -7, -95, 8, -1, -17
[19] CCN(CC)CCNC(=O)/C(=C/c1cn(CC)c2ccccc12)NC(=O)c1cc(OC)c(OC)c(OC)c1
 : -1, -2, -0.1, 10, -7, 5, -1, -3, 3
[20] Cc1nc(CC(=O)NNS(=O)(=O)c2cccc(Cl)c2Cl)cs1
 : -1, 9, 1.4, 6, 1, 13, 4, -2, -2
[21] CC[C@@]1(C(=O)OC)N[C@H](CN(C)C(=O)c2ccc(C)cc2)[C@@H]2C(=O)N(C)C(=O)[C@@H]21
 : -2, 0, 0.9, 7, -5, 13, 11, -2, 2
[22] O=C(NC(=S)Nc1ccc(CN2CCOCC2)cc1)c1ccccc1[N+](=O)[O-]
 : -5, 38, -0.9, 9, -7, -19, 3, -2, 12
[23] Nc1nc(Nc2ccccc2)nc(NCc2ccco2)c1[N+](=O)[O-]
 : -5, 32, 1.6, 37, 15, 18, -11, 4, -2
[24] O=[N+]([O-])c1ccc(Cl)c(C[n+]2cccc3ccccc32)c1
 : -2, -1, -0.2, -18, 9, 7, -9, 1, 2
[25] Cc1cccc(NC(=S)N(CCCN2CCCC2)Cc2cccn2Cc2ccc(Cl)cc2)c1
 : -3, 21, 4.2, -221, -1, 54*, 17, 0, 0
[26] Oc1ccccc1N1CCN(Cc2ncc(-c3ccccc3)o2)CC1
 : 0, 12, -0.1, 24, 0, 9, -10, -3, -3
[27] Cc1ccc(S(=O)(=O)N2CCCC(C(=O)N3CCN(c4ccccc4)CC3)C2)cc1 (configuration not stated)
 : -3, 12, -1.6, 9, 8, 29, -12, -5, -16
[28] COc1ccnc(Oc2ccccc2)c1-c1ncn[nH]1
 : -4, 5, -1.2, 7, 16, 11, 9, 2, -6
[29] CCOC(=O)C1=C(C)n2c(s/c(=C/c3cccc([N+](=O)[O-])c3)c2=O)=NC1c1ccc(O)c(OC)c1 (configuration not stated)
 : 0, 27, 38, 43, 8, 82*, 1, 45*, 10
[30] Cc1cc(C)cc(C(=O)NCC(=O)NCCc2c[nH]c3ccccc23)c1
 : -1, 4, 1.1, -2, 6, 13, -17, 2, -10
[31] COc1c(S(=O)(=O)N2CCN(C(=O)c3ccco3)CC2)ccc(Cl)c1Cl
 : -1, 10, 0.7, 28, -9, 7, -24, -2, -10
[32] CC(C)CNC(=O)C1Nc2ccc(OC(F)(F)F)cc2C2C=CCC12 (configuration not stated)
 : 10, 13, -2.2, 11, 0, 9, -24, -2, -2
[33] Cc1ccc(S(=O)(=O)N(CC2CO2)c2cccc([N+](=O)[O-])c2)cc1 (configuration not stated)
 : -2, 14, 1.7, 23, -9, 23, 21, 4, -14
[34] O=S(=O)(c1ccccc1)N1CCC(=NO)CC1
 : -1, -6, 0.6, 13, -4, 11, -16, -3, -6
[35] COc1cccc(/C=C/c2ccc3ccccc3n2)c1OC(C)=O
 : -4, 4, -4.9, 37, 19, 48, -24, -6, -2
[36] Cc1cc(NS(=O)(=O)c2ccc(NC(=S)NC(=O)c3ccc(C(C)(C)C)cc3)cc2)no1
 : -4, 27, 3.3, 5, -4, 3, 32, 2, 11
[37] Cc1ccc2cc(CCNC(=O)C(=O)c3c(C)[nH]c4ccccc34)c(=O)[nH]c2c1
 : 3, 3, -1.2, 11, -7, 16, -2, 1, 10
[38] COc1ccccc1C1CCN(C(=O)C2CCCCC2)CC1
 : -1, 6, -0.4, 31, -2, 8, 7, -5, 2
[39] Cc1ccc(S(=O)(=O)N2CCC(C(=O)N[C@@H](C)C(=O)NCCc3ccccc3)CC2)cc1
 : -4, -9, -2.3, 1, 3, 22, 13, -2, -1
[40] CCOC(=O)c1c(/N=C/C2C(=O)CC(C)(C)CC2=O)sc2c1CCCC2
 : 0, 8, 1.6, 9, -5, 7, -3, -2, 6
[41] CC1CCC(NC(=O)C(C)N2C(=O)C3CCCCC3C2=O)CC1 (configuration not stated)
 : -3, 6, 2.5, 18, -8, 4, 13, -3, 6
[42] O=[N+]([O-])c1ccccc1/C=C/CN1CCC(O)CC1
 : 0, 9, -0.2, 11, -2, -3, 12, -3, -7
[43] CCCn1c(N2CCN(CC(=O)c3c(C)n(C)c4ccccc34)CC2)nc2c1c(=O)[nH]c(=O)n2C
 : -6, 0, -0.5, -5, 2, 35, -3, 5, 2
[44] C=CCc1c(C)nc(SC)nc1Nc1ccccc1
 : 0, 13, 0.4, 35, -1, -10, 9, 2, 0
[45] CC(C)NC(=O)C(=O)NCCc1ccc(Cl)cc1
 : -6, 4, -0.4, -8, 1, -8, -19, 1, -1
[46] CC12CCC(C(=O)Nc3cccc4ccccc34)(C1Br)C2(C)C (configuration not stated)
 : -3, -8, -2.0, -25, 4, -18, -4, -1, -8
[47] CCOC(=O)c1cccc(NC(=O)C(NS(=O)(=O)c2ccc3c(c2)CCN3C(C)=O)C(C)C)c1 (configuration not stated)
 : -4, -31, 0.1, 5, 1, -3, -4, -4, -19
[48] CCSc1nnc2c(n1)OC(c1ccc(C(=O)O)cc1)N(C(C)=O)c1ccccc1-2 (configuration not stated)
 : -1, -4, 0.2, -12, -10, 9, 9, -1, 3
[49] CCOc1ccc(C2CC(c3cccc(OC)c3OC)n3nnnc3N2)cc1Cl (configuration not stated)
 : -5, -4, -4.7, 3, -6, 21, 3, -1, 6
[50] CCC(c1nnc(SCC(=O)Nc2cccc(S(N)(=O)=O)c2)n1Cc1ccccc1)N(C)C (configuration not stated)
 : -2, 3, 1.2, 4, 3, -9, 10, -4, 6
[51] CN1CCN(Cc2nnc(-c3ccccc3)o2)CC1
 : -4, -9, -0.9, -5, 5, -4, 11, -1, -2
[52] Cc1cc(Br)ccc1NC(=O)CNC(=O)CN(C)C1CCS(=O)(=O)C1 (configuration not stated)
 : -5, 11, -0.9, -9, -14, 4, -3, 0, 1
[53] COc1ccc(/C=C/C(=O)C2CC2)cc1COc1c(C)cccc1C
 : -4, 12, -0.4, 27, 7, 30, -6, -3, 1
[54] COc1ccc(-c2csc(C3=C(O)CN(Cc4ccc(S(N)(=O)=O)cc4)C3=N)n2)cc1OC
 : -4, -8, -1.7, -12, -3, 46, 1, -1, -5
[55] COc1ccc(C(=O)Nc2ccc(S(=O)(=O)N3CCCCC3)cc2)cc1OC
 : 7, -4, -0.4, -4, 11, 24, 2, -1, -2
[56] Cc1ccc(NC(=O)c2ccc(S(=O)(=O)N3CCOCC3)cc2)cc1
 : 1, 12, 3.5, 12, 14, 12, 2, -1, -7
[57] CN1CCOc2cc(S(=O)(=O)Nc3ccc(F)cc3)ccc21
 : 2, 5, -1.2, 7, -2, 10, 0, -7, -5
[58] Cc1ccc(SCC(=O)Nc2ccccc2C(=O)N2CCOCC2)cc1
 : -3, 0, 0.8, 7, -13, 8, 9, -2, -3
